High-throughput results (PubChem)
TAAR1 antagonist = human TAAR1 antagonism; Q96RJ0; CHO RD-HGA16 TAAR1, Fluo-8 calcium fluorescence, antagonist; inhibition, % at 3 µM; actives 1.5% (n = 360,000);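 active = inhibition above a per-plate cutoff, the mean inhibition of test compounds on that plate plus 3 SD, cut at about 49% in these data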;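 also: 0% = DMSO plus EC80 beta-PEA response and 100% = DMSO alone without agonist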
Target sequence (Q96RJ0 whole entry, looked up): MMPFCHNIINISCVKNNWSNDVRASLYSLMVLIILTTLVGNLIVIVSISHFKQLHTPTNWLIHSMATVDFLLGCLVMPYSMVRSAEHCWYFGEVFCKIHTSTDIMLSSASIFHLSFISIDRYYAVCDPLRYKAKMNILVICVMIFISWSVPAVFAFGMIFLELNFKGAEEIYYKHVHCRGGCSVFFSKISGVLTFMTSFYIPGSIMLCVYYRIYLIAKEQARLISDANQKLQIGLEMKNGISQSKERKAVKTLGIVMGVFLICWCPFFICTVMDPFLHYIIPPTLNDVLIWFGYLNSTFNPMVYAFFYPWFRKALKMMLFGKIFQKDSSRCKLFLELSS
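test system = CHO RD-HGA16 cells bearing hTAAR1 | replication = singlicate | controls = DMSO-only wells and EC80 β-PEA-stimulated wells | reagent = EC80 β-phenethylamine stimulus | read-out basis = percent inhibition of PEA-evoked calcium signal, max/basal emission ratio | schedule = seeding 17-24 h prior, 75-min 37 °C, 30-min RT dye loading | signal = kinetic Fluo-8 calcium fluorescence measurement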
CHO parental Ca = counter-screen: ATP calcium response change in parental CHO cells; actives 0.63% (n = 330,000); parental CHO-K1, ATP-induced calcium, Fluo-8 fluorescence; inhibition, % at 5.6 µM;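 active = inhibition above that plate's mean sample inhibition plus 3 SD, cut at about 26% in these data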;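 also: 0% = ATP-challenged DMSO wells and 100% = DMSO wells without ATP; some compounds past the cut are filed as inactive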
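Assay system: parental CHO cells; Read-out basis: percent inhibition of ATP-evoked calcium rise, normalized to controls; Benchmarks: ATP and no-ATP DMSO wells; Compound dosing: single nominal dose of 5.6 µM per compound; Signal: Fluo-8 calcium dye fluorescence; Also added: ATP as calcium-mobilizing challenge; Repeats: singlicate.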
TAAR1 ag = human TAAR1 agonism | Q96RJ0 | CHO RD-HGA16 TAAR1, Fluo-8 calcium fluorescence; vehicle wells 0%, saturating PEA agonist 100% | activation, % at 3 µM | actives 0.99% (n = 360,000);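 active = activation above the mean activation of all test compounds in the run plus 3 SD, cut at about 38% in these data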
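Test system: RD-HGA16 (CHO) cells co-expressing Gα16 and hTAAR1; dosing: one-point dosing at 3 µM (nominal); timing: 17-24 h seeding, 75 min 37 °C dye, 30 min RT; signal: kinetic Fluo-8 calcium fluorescence; read-out basis: % activation relative to PEA EC100 response; controls: DMSO and PEA EC100; replicates: n 1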
M1 ag = agonists of human M1 muscarinic receptor; P11229; CHO-K1 hM1, Fluo-8 calcium fluorescence, agonist mode; 0% DMSO, 100% acetylcholine EC100; activation, % at 3 µM; actives 0.33% (n = 360,000); AID 588814;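 active = activation above the run's mean compound activation plus 3 SD, cut at about 16% in these data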;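 also: peak over basal fluorescence ratio within a 140 s kinetic read after compound addition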
Target sequence (P11229 whole entry, looked up): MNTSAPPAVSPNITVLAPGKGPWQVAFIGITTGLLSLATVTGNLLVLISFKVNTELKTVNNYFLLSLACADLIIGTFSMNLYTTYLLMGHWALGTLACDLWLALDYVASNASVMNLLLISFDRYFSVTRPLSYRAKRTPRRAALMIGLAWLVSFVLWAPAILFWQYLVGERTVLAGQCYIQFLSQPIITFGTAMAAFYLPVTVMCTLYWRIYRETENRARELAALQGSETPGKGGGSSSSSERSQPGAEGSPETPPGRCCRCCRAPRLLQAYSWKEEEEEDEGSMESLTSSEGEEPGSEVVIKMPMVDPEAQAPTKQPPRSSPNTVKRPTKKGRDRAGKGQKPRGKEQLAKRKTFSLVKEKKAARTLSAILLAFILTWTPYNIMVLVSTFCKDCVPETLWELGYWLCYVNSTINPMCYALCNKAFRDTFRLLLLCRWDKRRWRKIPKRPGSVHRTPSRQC
M1 PAM parental = counter-screen for M1 PAMs: effect in parental CHO-K1 cells. ATP EC20, Fluo-8 calcium fluorescence; 0% at ATP EC20, 100% at ATP max. activation, % at 3 µM. actives 0.02% (n = 360,000);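 active = activation above the run cutoff, the mean activation of all test compounds plus 3 SD, cut at about 40% in these data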;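 also: peak over basal fluorescence ratio in a 140 s read after ATP addition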
M1 antag = blocks human M1 muscarinic receptor. P11229. CHO-K1 hM1, Fluo-8 calcium fluorescence, ACh EC80 antagonist. inhibition, % at 3 µM. actives 1.3% (n = 360,000);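 active = percent inhibition above its own plate's cutoff, namely the mean of that plate's compound wells plus 3 SD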;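 also: peak over basal fluorescence ratio during 140 s after agonist addition; 0% = ACh EC80 plus DMSO and 100% = DMSO alone without agonist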
CHO-K1 Ca ag = counter-screen for M1 agonists: effect in parental CHO-K1 cells. actives 0.48% (n = 360,000). Fluo-8 calcium fluorescence; scaled to maximal ATP response, vehicle zero. AID 602248. activation, % at 3 µM; in the data active = activation above about 15%;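 also: untransfected CHO-K1 host cells lacking M1 receptor as counterscreen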
M1 PAM = positive allosteric modulators of human M1 muscarinic receptor; P11229; actives 0.088% (n = 360,000); CHO-K1 hM1, Fluo-8 calcium fluorescence, ACh EC20; 0% = ACh EC20, 100% = maximal ACh; AID 588819; activation, % at 3 µM; in the data active = activation above about 19%, passing the limit was not always enough
CHO-K1 Ca antag = nonselective inhibitor or artifact in parental CHO-K1 cells; ATP-induced calcium, Fluo-8 fluorescence; inhibition, % at 3 µM; actives 0.6% (n = 360,000); AID 602250;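 active = inhibition above a per-plate cutoff, the plate's mean sample inhibition plus 3 SD, cut at about 24% in these data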;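 also: 0% = DMSO plus EC80 ATP and 100% = DMSO alone without ATP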
* = called active by the depositor; . = no result given.

SMILES	TAAR1 antagonist	CHO parental Ca	TAAR1 ag	M1 ag	M1 PAM parental	M1 antag	CHO-K1 Ca ag	M1 PAM	CHO-K1 Ca antag
Cc1ccc(-n2ncc(-c3n[nH]c(=S)o3)c2N)cc1C	4	.	-1	0	13	-10	0.9	2	-9
CN(C(=O)CSc1nc2ccccc2c(=O)n1-c1ccccc1F)C1CCS(=O)(=O)C1 (stereo not given)	14	-17	0	-4	2	-1	-0.2	-9	-5
Cn1c(CC(=O)Nc2ccc(Cl)c(Cl)c2)nnc1SCC(=O)Nc1nccs1	20	1	11	-6	22	-11	0.8	12	-14
Cc1ccccc1NS(=O)(=O)c1ccc(OCC(=O)NCC2CCCO2)cc1 (stereo not given)	8	-4	1	-3	9	-2	1.0	6	-11
Cc1nn(CC(=O)NCCN2CCOCC2)c(=O)c2ccccc12	6	-14	2	-2	16	-11	0.1	1	-15
O=[N+]([O-])c1ccc2nn(Cc3ccccc3)cc2c1	-8	1	2	-4	-2	-7	1.0	4	-10
CCCCNc1c(-c2ccc(-c3ccc(C(C)=O)cc3)c(OC)c2)nc2cc(C)ccn12	56*	15	3	-10	-13	21	0.0	-17	4
CC(=O)c1ccc(NC(=O)c2cnn3c(C(F)F)cc(C4CC4)nc23)cc1	-3	-6	11	1	12	-9	0.4	9	-10
CCC(C(=O)NCC1CCCO1)N(Cc1ccc(F)cc1)C(=O)CNS(=O)(=O)c1ccccc1 (stereo not given)	-2	-24	0	-4	17	-7	0.6	3	-11
O=C(Nc1cc2c(cc1Cl)OCCCO2)c1ccc(F)cc1	2	-11	13	-6	18	4	0.2	-2	-17
O=C(c1ccccc1Br)N1CCCC(c2nc(-c3cccs3)no2)C1 (stereo not given)	1	-16	4	-1	11	10	8.2	-4	-1
Cc1ccccc1CN1CCN(S(C)(=O)=O)CC1	-2	-6	4	-4	16	-5	0.5	4	-3
O=C(CNC(=O)c1ccc(Cl)c([N+](=O)[O-])c1)OCN1C(=O)c2ccccc2C1=O	-7	-4	3	-3	5	14	1.0	-7	16
CC(=O)N1CCN(CCN=CC2=C(O)CC(C)(C)CC2=O)CC1	4	0	3	-5	15	-3	0.8	4	-10
CCCCn1c(N)c(N(CC(C)C)C(=O)c2ccncc2)c(=O)[nH]c1=O	-17	-5	0	-1	-7	-23	0.1	10	5
CCn1c(NCc2ccccn2)nc2ccccc21	2	1	0	-2	-8	1	-0.3	5	24*
NS(=O)(=O)c1cccc(NC(=O)COC(=O)Cn2cc(C(F)(F)F)ccc2=O)c1	-5	-10	2	-4	24	-3	0.3	5	-27
COc1ccc(CCNC(=S)N2CCC(C(N)=O)CC2)cc1	-18	-8	2	-2	18	-6	4.3	7	-7
CC(C)Nc1nnc(SCC(=O)NCc2ccc3c(c2)OCO3)s1	-11	-8	13	-3	3	15	0.0	-1	-3
O=C(Nc1ccc2c(c1)Cc1ccccc1-2)c1ccccc1F	1	-2	8	-2	17	5	0.8	0	-3
CC(Sc1ccccc1)C(=O)NCC(c1ccco1)N1CCCCC1 (stereo not given)	-9	-14	-1	-8	-2	4	0.6	-6	-12
O=C(NCC(F)(F)F)Nc1ccccn1	1	5	0	-3	6	-10	0.3	6	-7
CCOC(=O)c1c(C)[nH]c(C)c1C(=O)COC(=O)c1cccnc1SC	1	-19	8	-5	-15	3	1.7	-3	7
Fc1ccc(N2CCN(Cc3cnc(Oc4ccc(Br)cc4)s3)CC2)cc1	-3	-10	2	-6	17	-1	0.4	-6	-4
c1ccc(NCc2cccnc2)cc1	-2	1	10	-2	-3	-8	0.1	2	-9
Cc1[nH]c2ccccc2c1SCc1nnc(SCc2ccccc2)n1C	-15	-14	1	-1	18	-8	1.3	9	-9
CCCCn1c(N)c(N(CC)C(=O)CCc2ccccc2)c(=O)[nH]c1=O	-2	-6	3	-2	20	-7	0.4	13	2
Cc1c(C(=O)Oc2cc(N)n(S(C)(=O)=O)n2)cccc1[N+](=O)[O-]	-5	3	0	-4	18	-13	0.1	12	-6
COc1cccc(N/C=C/C(=O)c2ccc(Br)cc2)c1	4	-24	13	-4	15	-22	0.1	4	-8
Cc1ccc(S(=O)(=O)NCc2ccc3c(c2)cc(C)n3C)cc1	2	2	1	-9	1	25	0.6	-20	2
CCc1ccc(S(=O)(=O)Nc2cccc(C3OCCCO3)c2)cc1	20	-11	3	1	-7	2	3.7	-11	11
Cc1cc(Br)ccc1SCC(=O)OCC(=O)N1CCN(C(=O)c2ccco2)CC1	7	-23	7	-3	4	7	1.8	-1	2
CCN(CC1COc2ccccc2O1)C(=O)c1ccc(Cl)c(S(=O)(=O)N2CC(C)OC(C)C2)c1 (stereo not given)	-15	-15	1	-4	6	1	2.0	-1	4
Cc1ccc(S(=O)(=O)NNC(=O)c2c(O)c3ccccc3[nH]c2=O)cc1	-32	-11	1	-2	18	2	16*	0	-2
COc1ccccc1N1CCN(Cc2cn[nH]c2-c2ccc(F)cc2)CC1	0	-41	121*	44*	27	-19	19*	16	-32
O=C(CSc1cn(CCNC(=O)c2cccs2)c2ccccc12)NC1CCCC1	-2	-11	5	5	16	-26	2.4	-3	-9
COc1ccc(NC(=O)C[C@H]2C(=O)N(C3CCCCC3)C[C@@H]2c2ccccc2)cc1	-14	.	3	-3	17	-12	1.9	3	2
CCOC(=O)c1oc2cc(OCC(N)=O)ccc2c(=O)c1-c1ccc(OC)c(OC)c1	9	-3	22	-4	-7	8	6.9	-3	8
CCc1ccc(CNc2ccc(O)cc2)cc1	.	-5	.	-3	5	-23	0.1	0	-2
CC(=O)c1cccc(NC(=O)c2cccc3ccccc23)c1	6	-11	4	-1	11	11	2.0	-3	-3
c1ccc(Cn2nnc(CNc3ccccc3)c2-c2c(CNc3ccccc3)nnn2Cc2ccccc2)cc1	.	-21	.	0	24	-20	0.2	11	-11
CC1CCN(c2c(NCc3ccc(C(=O)N4CCc5ccccc54)cc3)c(=O)c2=O)CC1	-25	-11	1	-3	22	-19	0.4	12	-8
O=C(Cc1coc2cc(O)ccc12)NNC(=O)c1ccc(Br)s1	-5	-16	7	-3	8	1	0.0	1	-22
COc1ccccc1C(=O)N/N=C(\C)CC(=O)Nc1ccccc1NC(C)=O	-9	-14	1	-3	-4	-13	-0.3	6	3
CCOC(=O)c1[nH]c(C(=O)O)c(CCN(CC)CC)c1C	3	-8	4	-1	-6	2	0.5	2	-13
CC1CCN(C(=O)CCNS(=O)(=O)c2ccccc2)CC1	5	0	5	1	-6	-4	0.2	10	19
Cc1ccc(C)n1-c1ccc(-c2ccnc(N)n2)cc1	-6	.	2	-7	17	-11	0.7	3	-15
O=C(CCNC(=O)c1ccccc1Cl)NCc1ccco1	10	1	1	-1	-6	-3	-0.1	4	-4
Cc1noc(C)c1C(=O)Nc1ccccc1N1CCOCC1	-13	-6	9	-1	-14	-2	0.1	5	-5
CCOC(=O)C1(Cc2ccccc2C)CCCN(S(C)(=O)=O)C1 (stereo not given)	7	-15	5	-4	3	-1	1.9	0	-6
CCc1nccn1-c1cc(C(C)(C)C)nc2c(-c3ccc(Cl)cc3)cnn12	-11	-1	13	-6	18	-3	0.4	9	-9
CN(C)CCCN(C(=O)COc1ccc(Cl)cc1)c1nc2cc3c(cc2s1)OCO3	-3	-16	31	1	-8	3	0.9	14	7
c1nnnn1C12CC3CC(CC(C3)C1)C2	-6	-3	7	-1	1	1	-0.4	4	-10
CCOc1cccc(/C=N/NC(=O)c2cc(C3CC3)[nH]n2)c1O	-4	-4	3	-1	9	-1	2.9	0	-9
CCCCOc1ccc(CSC(=N)N)cc1Cl	1	1	100*	0	18	-7	3.0	4	-11
O=C(O)c1cc(-c2ccc(Cl)cc2)n(-c2cccc(Cl)c2)n1	-7	-1	5	-3	20	-8	0.2	10	-10
CN1C(=O)C(C)(C)c2cc(S(=O)(=O)NCC(=O)NCc3ccccc3)ccc21	.	-4	.	-6	13	-18	0.6	2	-11
CCCCc1ccc(Nc2nc(N3CCOCC3)nc(N3CCOCC3)n2)cc1	-37	-10	4	-3	3	6	0.5	-1	-11
COc1ccc(N=Nc2c(C)n[nH]c2C)cc1	-36	-6	-3	-6	34	-12	2.2	7	-7
CN(C)S(=O)(=O)c1ccc(C(=O)OCc2ccc(C#N)cc2)cc1	-4	-10	9	-1	18	5	2.4	-1	-8

Overlap with the part before: 5 entries; new compounds follow.
SMILES	TAAR1 antagonist	CHO parental Ca	TAAR1 ag	M1 ag	M1 PAM parental	M1 antag	CHO-K1 Ca ag	M1 PAM	CHO-K1 Ca antag
O=C(O)c1cc(-c2ccc(Cl)cc2)n(-c2cccc(Cl)c2)n1	-7	-1	5	-3	20	-8	0.2	10	-10
CN1C(=O)C(C)(C)c2cc(S(=O)(=O)NCC(=O)NCc3ccccc3)ccc21	.	-4	.	-6	13	-18	0.6	2	-11
CCCCc1ccc(Nc2nc(N3CCOCC3)nc(N3CCOCC3)n2)cc1	-37	-10	4	-3	3	6	0.5	-1	-11
COc1ccc(N=Nc2c(C)n[nH]c2C)cc1	-36	-6	-3	-6	34	-12	2.2	7	-7
CN(C)S(=O)(=O)c1ccc(C(=O)OCc2ccc(C#N)cc2)cc1	-4	-10	9	-1	18	5	2.4	-1	-8
CN1CCN(C(=O)c2ccc3c(c2)NC(=O)C(N2CCOCC2)S3)CC1 (stereo not given)	2	-6	2	-3	20	-7	0.9	7	-11
CS(=O)(=O)N(Cc1nnc(-c2cccs2)o1)c1ccc(Cl)cc1F	22	-9	20	-2	20	-18	1.2	6	-11
CC(C)C[C@H](NC(=O)OC(C)(C)C)c1n[nH]c(=S)n1N	1	-11	0	-5	28	-10	3.1	9	-20
CC(C)CN1CCC(Oc2cccc(C(=O)NCCc3ccccc3)c2)CC1	-11	-19	1	-6	11	18	0.4	-5	1
CN1C(=O)C(O)(C2COC(C)(C)CC2=O)c2cc(Br)ccc21 (stereo not given)	2	-15	5	-2	8	-28	0.1	2	-7
COCCNC(=O)c1ccc(CS(=O)(=O)c2ccc(OC)cc2)o1	2	-5	1	-2	3	-3	0.0	3	9
O=C(N/N=C/c1ccc[nH]1)c1cccc(Br)c1	-12	-6	1	-4	-6	-1	0.4	2	8
COc1ccc(NC(=O)COC(=O)CCNC(=O)c2ccco2)cc1Cl	12	-5	43*	-3	4	-6	2.0	8	-11
N#CC1CC(c2ccccc2)Nc2cc(Cl)ccc2N1 (stereo not given)	7	-20	1	-5	8	4	0.9	-2	-9
COC(=O)c1sc(NC(=O)C2c3ccccc3Oc3ccccc32)c(C(=O)OC)c1C	-26	-12	3	-10	16	-8	0.4	6	-2
CNC(=S)N1CCc2cc(OC)c(OC)cc2C1COc1ccc(F)cc1 (stereo not given)	13	-13	3	-3	5	5	1.3	0	-5
